Screening results as filed in PubChem BioAssay.
zfTRPN1 agonist: activates the zebrafish TRPN1 channel. HEK293 zebrafish TRPN1-YFP, Fluo-8 calcium fluorescence; 100% = response to 87 µM carbachol. activation, % at 3 µM. actives 0.18% (n = 220,000);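 active = activation above its plate's cutoff, the mean activation of test wells on that plate plus 3 SD, cut at about 19% in these data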;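 note: 0% = DMSO alone and 100% = 87 µM carbachol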
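Assay system: Zebrafish TRPN1-YFP in HEK293 cells | Incubation: Dye loading 1 h at 37 °C, then 30 min room temperature | Measured by: Kinetic Fluo-8 fluorescence, ex 470-495, em 515-575 nm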
NPY Y1 blocker: NPY-Y1 (human) receptor antagonism | HEK293-CNG Y1 cells, membrane potential fluorescence; NPY at EC95, then isoproterenol | inhibition, % at 3.6 µM | actives 1% (n = 200,000);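 active = inhibition above the campaign mean inhibition of all tested compounds plus 3 SD, cut at about 20% in these data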;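 note: 0% = DMSO wells given NPY plus isoproterenol and 100% = isoproterenol alone without NPY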
Target sequence (P25929 whole entry, looked up): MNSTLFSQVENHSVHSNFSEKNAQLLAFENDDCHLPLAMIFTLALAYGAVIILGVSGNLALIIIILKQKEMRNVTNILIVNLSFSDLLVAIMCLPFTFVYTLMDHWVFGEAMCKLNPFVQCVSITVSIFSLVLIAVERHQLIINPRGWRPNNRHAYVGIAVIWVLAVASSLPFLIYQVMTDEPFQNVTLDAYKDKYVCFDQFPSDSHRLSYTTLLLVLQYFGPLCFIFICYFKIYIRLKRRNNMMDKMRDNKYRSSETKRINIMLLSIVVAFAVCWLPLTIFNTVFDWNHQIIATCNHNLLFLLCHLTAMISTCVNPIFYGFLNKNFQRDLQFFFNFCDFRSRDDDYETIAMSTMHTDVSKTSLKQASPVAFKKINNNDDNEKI
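Test system – HEK293 Y1/CNG channel cell line · Also added – NPY agonist 25 nM, then isoproterenol 1 µM plus Ro 20-1724 25 µM · Compound dosing – one concentration, 3.6 µM, in 0.4% DMSO · Schedule – compound incubation 1 h at room temperature, readout 45 min post-stimulation · Technique – fluorescence, membrane potential probe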
CHOP inhibitor: inhibitors of CHOP induction in ER stress response; inhibition, % at 10 µM; actives 3.8% (n = 220,000); CHO-K1 CHOP-promoter luciferase, tunicamycin-induced, 15-18 h;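 active = compounds that reduced the stress-induced luciferase reporter signal by more than about 70% of percent inhibition, limit read from the data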;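 note: 0% = tunicamycin plus vehicle and 100% = wells without tunicamycin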
14-3-3 Bad inh: disrupts binding of bovine 14-3-3 zeta to phospho-Bad peptide. P63103. TR-FRET 14-3-3zeta/Dy647-pBad peptide displacement, 1 h. inhibition, % at 21.7 µM. actives 0.71% (n = 220,000). AID 781;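 active = inhibition above about 70%, limit read from the data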;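 note: 0% = full 14-3-3 plus peptide FRET controls and 100% = background without 14-3-3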
EP2 antag: blocks the human prostaglandin E2 receptor EP2; P43116; C6 glioma cells expressing human EP2, cAMP TR-FRET; cells stimulated with saturating PGE2; inhibition, % at 25 µM; actives 0.52% (n = 260,000);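 active = percent inhibition above 40 after rounding to a whole number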;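 note: rat C6 glioma host cells with rolipram phosphodiesterase inhibitor present; the protocol text gives 20 µM as final concentration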
PPC-1+TRAIL kill: kills PPC-1 cancer cells in the presence of TRAIL | PPC-1 cells + TRAIL, ATPLite viability luminescence | cell killing (% activity), % at 4 µM | actives 0.41% (n = 220,000);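 active = cell killing above 50% in the first pass at 4 µM, then a duplicate retest at 5 µM averaging 50% or more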;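 note: plate controls were cells with TRAIL plus DMSO for no effect and medium-only wells lacking cells for full effect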
TRPML3 ag: agonists of human TRPML3 channel; activation, % at 3 µM; actives 0.29% (n = 220,000); HEK293 TRPML3-YFP, Fluo-8 calcium fluorescence; 100% = the carbachol control signal; AID 1448; Q8TDD5;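 active = activation above its plate's cutoff, the mean activation of the plate's test wells plus 3 SD, cut at about 12% in these data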;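 note: 0% = DMSO only wells and 100% = carbachol wells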
Target sequence (Q8TDD5 whole entry, looked up): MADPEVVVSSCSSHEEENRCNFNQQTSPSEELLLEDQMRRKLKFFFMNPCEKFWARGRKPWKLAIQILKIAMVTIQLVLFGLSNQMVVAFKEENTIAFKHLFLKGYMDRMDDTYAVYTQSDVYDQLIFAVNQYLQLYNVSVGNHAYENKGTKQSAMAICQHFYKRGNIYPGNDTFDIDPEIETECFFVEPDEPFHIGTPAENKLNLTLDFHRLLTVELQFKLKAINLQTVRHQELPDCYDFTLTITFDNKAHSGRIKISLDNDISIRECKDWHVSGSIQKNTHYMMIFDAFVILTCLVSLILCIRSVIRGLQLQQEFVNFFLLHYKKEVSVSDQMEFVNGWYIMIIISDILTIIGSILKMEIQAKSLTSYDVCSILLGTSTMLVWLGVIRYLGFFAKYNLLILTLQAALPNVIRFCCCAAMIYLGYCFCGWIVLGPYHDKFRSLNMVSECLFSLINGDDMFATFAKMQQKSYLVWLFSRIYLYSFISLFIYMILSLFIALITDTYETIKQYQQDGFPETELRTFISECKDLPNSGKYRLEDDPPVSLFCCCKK
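Material: HEK293 cells stably carrying human TRPML3-YFP; compound dosing: single dose, 3 µM final nominal compound, 0.3% DMSO final; incubation: 1-h 37 °C dye load, 5-s basal, 120-s post-compound reads; technique: Fluo-8 intracellular calcium fluorescence, excitation 470-495 nm, emission 515-575 nm; read-out basis: percent activation from peak-to-basal fluorescence ratio, scaled between DMSO and carbachol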
NPY1 pot ag: potentiates or activates human NPY-Y1 receptor. P25929. NPY-Y1 expressing cells, potentiator/agonist activation. activation, % at 3.6 µM. actives 0.37% (n = 220,000); in the data active = activation above about 33%, passing the limit was not always enough;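 note: cells stimulated with NPY at EC10 then isoproterenol at EC100; 0% = low agonist plus stimulus and 100% = saturating agonist plus stimulus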
EP2 mod: EP2 receptor (human) modulation | EP2-expressing cells, cAMP HTRF FRET, PGE2 co-stimulation | induction, % at 25 µM | actives 0.83% (n = 260,000);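 active = compounds whose cAMP rise, as percent of the full-agonist control response, exceeds 60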;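 note: rat C6 glioma line stably carrying human EP2 under a CMV promoter; the protocol text gives 20 µM as final concentration; 100% = response of wells given 1 µM PGE2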
An asterisk follows results filed as active; · = not tested or not shown; & = joins results of further samples; [ ] = dose if it differs, or a comment. The list is partial, so the mix of outcomes need not match the whole.

SMILES	zfTRPN1 agonist	NPY Y1 blocker	CHOP inhibitor	14-3-3 Bad inh	EP2 antag	PPC-1+TRAIL kill	TRPML3 ag	NPY1 pot ag	EP2 mod
O=C(O)c1ccc(-c2nc(-c3ccccc3)c(-c3cccs3)[nH]2)cc1	-0.4	·	5	-1	15	9	0.1	7	41
Clc1ccc(-c2noc(CN3CCN(c4ccccc4)CC3)n2)cc1	0.1	9	-2	-9[fluorescence artefact?]	14	0	0.7	-23	-28
Cn1c(=NC(=O)C2=NNC(=O)CC2)sc2ccccc21	-0.5	0	-2	-11	7	20	0.0	-27	5
Cc1ccccc1CSCCNC(=O)Nc1ccccc1	-2.4	-1	17	-6	8	-3	-0.4	2	-52
CC(NC(=O)c1ccco1)C(c1cccs1)N1CCN(c2ccccc2)CC1 (centres undefined)	-0.1	0	43	11	8	-24	0.7	-1	-6
CN(CCOc1ccccc1)c1ccc(S(=O)(=O)N2CCCCC2)cn1	0.1	3	29	-1	7	2	26*	5	5
NC(=O)[C@@H]1CCCN1Cc1nc(-c2cccs2)no1	1.1	-4	-5	-2	2	4	1.1	7	9
CC(=O)Nc1ccc(S(=O)(=O)N(C)c2ccccc2)cc1	1.4	3	7	-1	7	-7	0.6	8	-22
CCN(CC)CCn1c(NCc2ccc(OC)cc2)nc2ccccc21	-0.1	16	-10	8	3	22	-0.7	-25	4
CCC(=O)NC(=S)Nc1ccc(NC(=O)c2ccccc2[N+](=O)[O-])cc1	-0.2	-1	-5	-14	6	9	0.6	-50	6
Cc1nn(-c2ccccc2)c(N)c1C(c1ccccc1)c1c(C)nn(-c2ccccc2)c1N	2.6	2	11	-3[fluorescence artefact?]	13	14	1.1	-21	3
C[C@@H](C(=O)Nc1nc(-c2ccccn2)cs1)N1C(=O)C2CCCCC2C1=O (some centres undefined)	0.5	5	12	-1[fluorescence artefact?]	8	26	0.6	15	16
COCCNC(=S)N1CCCC(CO)C1 (centres undefined)	1.6	0	-7	-12	8	8	1.0	12	-10
O=C(O)COc1ccc(Br)cc1CP(=O)(c1ccccc1)c1ccccc1	-1.5	·	-17	8	7	17	0.0	-4	-4
CCn1cc(C(=O)O)c(=O)c2cc(F)c(N3CCN(S(=O)(=O)c4ccc(NC(C)=O)cc4)CC3)cc21	0.4	-2	18	9[fluorescence artefact?]	9	6	0.7	3	1
CC(=O)N(Cc1cccnc1)c1cccc(-c2nc3ccccc3s2)c1	5.6	-1	5	-3	10	12	2.4	-11	-64
Cc1ccc(Cl)cc1N1CCN(C(=O)C2(S(=O)(=O)c3ccc(Cl)cc3)CC2)CC1	-1.2	20	44	3	13	27	-0.5	-16	35
COc1ccc(C(=O)Nc2ccccc2C(=O)O)cc1NC(=O)C(c1ccccc1)c1ccccc1	-0.4	·	1	-6	8	7	0.2	29	-3
CN1CCN(S(=O)(=O)c2ccc(NC(=S)NC(=O)c3ccc(Cl)cc3)cc2)CC1	1.8	8	-9	0	·	8	3.8	-15	-40
CCOC(=O)C1=C(N)OC2=C(C(=O)CC(C)(C)C2)C1C1CCCCC1 (centres undefined)	-1.3	17	96*	3	11	1	-0.1	4	41
CC(C)[C@H](NC(=O)c1ccc(Cl)c([N+](=O)[O-])c1)C(=O)NCc1ccc(Cl)cc1Cl	-0.2	5	29	6	5	18	-0.6	4	-31
Cc1nn(-c2ccccc2)c(N2CCCC2)c1/C=N/NC(=O)c1cc(-c2cccs2)nc2ccccc12	0.1	8	38	-6	9	26	0.3	4	16
O=C(NCCN1CCOCC1)c1cc(-c2ccc(F)cc2)on1	0.1	1	-19	-1	10	11	0.8	14	-2
CC1CN(C(=O)COC(=O)c2ccc(NC(=O)CC#N)cc2)CC(C)O1 (centres undefined)	0.8	-3	3	-18	7	13	0.3	-3	-2
CSc1ccc(NC(=O)/C=C/C(=O)O)cc1	-0.4	·	6	2	6	9	0.8	8	2

Continued (two carried over from the part before).
SMILES	zfTRPN1 agonist	NPY Y1 blocker	CHOP inhibitor	14-3-3 Bad inh	EP2 antag	PPC-1+TRAIL kill	TRPML3 ag	NPY1 pot ag	EP2 mod
CC1CN(C(=O)COC(=O)c2ccc(NC(=O)CC#N)cc2)CC(C)O1 (centres undefined)	0.8	-3	3	-18	7	13	0.3	-3	-2
CSc1ccc(NC(=O)/C=C/C(=O)O)cc1	-0.4	·	6	2	6	9	0.8	8	2
CCOC(=O)c1ccccc1N1C(=O)C2Sc3[nH]c(=O)sc3C(/C=C/c3ccccc3)C2C1=O (centres undefined)	0.7	-5	-2	-23[fluorescence artefact?]	10	11	0.7	-3	37
COc1ccc(CC2(C)OC(c3ccc(C)c([N+](=O)[O-])c3)=NN2C(C)=O)cc1 (centres undefined)	-3.6	·	5	-2	10	39	-1.6	-27	-36
O=C(CSc1nc2ccccc2o1)Nc1ccc(Cl)cc1	-0.9	8	14	2	3	2	0.2	14	-8
Cn1c(N)cc(=O)n(Cc2ccccc2)c1=O	-0.8	2	-1	8[fluorescence artefact?]	9	4	-0.1	-16	-17
COc1ccc(CCNC(=O)Cc2cc(OC)c(OC)cc2Br)cc1OC	1.3	1	14	-13	6	3	0.8	-5	43
CC1CC1C(=O)OCC(=O)Nc1cccc([N+](=O)[O-])c1 (centres undefined)	2.5	2	-1	-11	1	7	-0.3	-3	-7
COCc1cc(=O)[nH]c(/N=C(\N)Nc2ccc(Oc3ccccc3)cc2)n1	2.9	3	21	-4	5	3	2.1	4	1
Cc1ccc(C)n1-c1nccc(-c2ccco2)n1	-0.3	3	42	-12	2	8	0.3	4	20
O=C(NNS(=O)(=O)c1cc(Cl)cc(Cl)c1)c1sccc1-n1cccc1	-0.6	2	2	10	5	6	-0.3	18	-5
COc1ccc(N=Nc2ccc(O)c3ncccc23)cc1	-2.7	·	61	3	5	39[5 µM]	0.2	40	-3
CCCn1c(SCC(=O)Nc2cc(S(=O)(=O)N3CCOCC3)ccc2OC)n[nH]c1=O	-1.2	-1	-3	0	6	27	0.3	17	-13
O=C(NCc1ccncc1)C(=O)NCc1ccco1	1.7	-3	-5	-1	0	13	1.0	14	15
CCOC(=O)CC(=O)CSc1ncnc2c1nnn2-c1ccc(F)cc1	1.1	0	21	-3	2	9	0.2	-20	4
CCCCCCCC[n+]1cccc(C(=O)N2c3c(nc(N)[nH]c3=O)NC(C)C2C)c1 (centres undefined)	1.9	-4	-2	-15	6	3	1.4	-26	29
O=C1CNC(=O)/C1=C\N1CCCCC1	0.8	6	20	-7	1	-1	0.9	16	21
COc1cccc2cc(/C(=N/O)c3ccccc3)oc12	-3.4	14	-6	-15	5	4	-0.8	-22	68*
Cc1noc(C)c1COc1ccc(C(=O)OCC(=O)Nc2c(C)n(C)n(-c3ccccc3)c2=O)cc1	1.2	5	-12	6	2	25	1.1	-15	1
COc1cccc(-c2nc(-c3ccc(Br)o3)no2)c1	0.9	·	0	3	5	22	0.3	-21	-7
CNC(=O)CSc1nc2ccccc2c(=O)n1-c1cc(OC)ccc1OC	2.0	·	3	3	4	8	1.4	45	20
COc1cc(OC)c(OC)cc1/C=N/NC(=O)c1ccc(=O)n(C)c1	3.8	6	-10	21[fluorescence artefact?]	8	1	0.0	-8	-9
CC(C)Cn1c(N)c(C(=O)COC(=O)c2ccc(F)cc2)c(=O)n(C)c1=O	6.5	1	38	-3	9	-1	3.2	3	-27
O=C(O)c1cn(-c2ccc(F)c(F)c2)c2c(F)c(F)c(F)c(F)c2c1=O	0.0	7	-42	-3	4	22	0.3	-9	14
Cc1ccc(-c2ccc(/C=N/NC(=O)CN3CCOCC3)o2)cc1[N+](=O)[O-]	0.3	-2	28	-10	-2	24	0.1	2	-9
COC(=O)C1=C(C)NC(=O)CC1c1ccc(C(=O)OC)cc1 (centres undefined)	0.7	6	-1	-5	12	4	-0.1	-10	28
CC1CC(=O)C2=C(C1)Nc1ncnn1C2c1ccccc1 (centres undefined)	0.4	1	10	14[fluorescence artefact?]	5	27	0.4	-1	5
Following part:
SMILES	zfTRPN1 agonist	NPY Y1 blocker	CHOP inhibitor	14-3-3 Bad inh	EP2 antag	PPC-1+TRAIL kill	TRPML3 ag	NPY1 pot ag	EP2 mod
Cc1cc(C(=O)Nc2c(F)cc(F)cc2Br)c(C)o1	-1.0	4	-1	-27	4	16	-0.4	6	19
O=C(c1cccc(F)c1)N1CCN(c2ccc([N+](=O)[O-])c3cccnc23)CC1	-0.3	14	3	-5	11	-7	0.2	-2	-35
CS(=O)(=O)Nc1ccccc1C(=O)NCc1ccccc1Cl	0.5	6	0	24	4	-9	-0.1	-14	12
Cc1ccc(NC(=S)N(Cc2cccs2)Cc2cc3cccc(C)c3[nH]c2=O)cc1	0.8	0	-63	-11	32&12	19	0.5	-15	15&24
NC(=S)N/N=C/c1ccccc1OCc1cccc(Cl)c1	-0.8	1	-2	-3	9	21	-1.1	5	21
CCOCCCNCc1cc(Br)ccc1OCc1ccccc1	1.1	11	3	-10	7	36	1.5	-21	4
O=C(Cn1cc(C(=O)C2CCCCC2)c2ccccc21)NCC1CCCO1 (centres undefined)	1.4	6	8	-5	3	-5	0.8	-4	11
O=C(N/N=C/c1cccs1)c1ccc(-n2cccc2)cc1	0.6	1	-11	-6	10	6	0.9	-16	-22
NS(=O)(=O)c1cccc(NC(=S)NC(=O)c2cccc([N+](=O)[O-])c2)c1	1.8	1	16	-13	9	16	0.4	15	-41
O=S1(=O)N=C(N/N=C/c2ccco2)c2ccccc21	2.8	1	-12	0	8	5	1.0	1	1
Cc1ccc(S(=O)(=O)N(C)CCCC(=O)Nc2ccncc2)cc1	7.8	0	29	10[fluorescence artefact?]	·	25	2.9	14	7
Cc1cccc(NCc2ccc(O)c3ncccc23)c1C	-1.8	-1	-121	-11	6&8	11	0.1	13	-32&-18
O=C(N/N=C\c1cn(-c2ccccc2)nc1-c1ccccc1)c1ccc2c(c1)OCO2	0.6	0	35	2	5	9	0.3	-37	6
Cn1c(=O)c2c(nc(N3CCN(c4ccccn4)CC3)n2Cc2ccc(Cl)cc2Cl)n(C)c1=O	0.9	-4	8	-2	·	-2	0.8	7	27
Cc1n[nH]c(C)c1CCc1nc2c3ccccc3nc(SCC(N)=O)n2n1	1.1	0	-9	1	16	20	-0.3	8	-36
Cc1nc(SCC(=O)c2ccccc2)n[nH]1	0.7	-2	13	15[fluorescence artefact?]	0	8	0.6	-19	15
Cc1cccc(/C=C2\CS/C(=C\c3cccc(C)c3)C2=O)c1	1.0	-4	-51	-12	9	7	1.3	6	24
Cc1ccc(CNC(=O)C2CC(c3ccc(C(F)(F)F)cc3)=NO2)o1 (centres undefined)	·	·	-21	-5	6	-8	·	·	0
